From PubChem BioAssay
DAX1 inh-1 – inhibitors of human orphan nuclear receptor DAX1 (NR0B1) | P51843 | HEK293 Gal4-DAX1 luciferase reporter, luminescence | inhibition, % at 6.75 µM | 0.99% of 340,000 active | AID 504766;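 active means inhibition above the mean over all tested compounds plus 3 SD, cut at about 4.2% in these data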;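 further: 0% = DAX1-transfected cells with DMSO and 100% = empty-vector control cells with DMSO; inhibition shows as a rise in luminescence from relieved DAX1 repression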
Target sequence (P51843 207-470 limits assumed): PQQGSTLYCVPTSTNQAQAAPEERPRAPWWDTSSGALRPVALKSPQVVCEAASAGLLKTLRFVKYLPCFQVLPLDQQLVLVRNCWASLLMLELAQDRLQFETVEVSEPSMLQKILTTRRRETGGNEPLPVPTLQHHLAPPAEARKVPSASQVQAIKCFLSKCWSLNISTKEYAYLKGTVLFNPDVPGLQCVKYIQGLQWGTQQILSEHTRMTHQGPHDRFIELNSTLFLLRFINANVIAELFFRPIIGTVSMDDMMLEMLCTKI
DAX1 inh-2 – DAX1 (NR0B1) inhibition, primary screen | inhibition, % at 6.8 µM | 1.1% of 370,000 active | AID 652010 | HEK293T StAR-luciferase reporter, SF-1/DAX-1 repression relief;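 active means inhibition above the mean over all tested compounds plus 3 SD, cut at about 3.6% in these data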;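 further: 0% = DAX-1 cells with DMSO and 100% = cells lacking DAX-1 with DMSO; higher inhibition means more luminescence from relief of DAX-1 repression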
hcDAF12 agonist – H. contortus DAF-12 activation, primary screen; AID 652067; HEK293 hcDAF-12 lit1-tk-luc reporter, luminescence; 0% DMSO, 100% Δ7-dafachronic acid; activation, % at 6.8 µM; 1.4% of 370,000 active;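 active means activation above the mean of all tested compounds plus 3 SD, cut at about 5.5% in these data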;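 further: 100% = response to 3 µM Δ7-dafachronic acid high control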
proKLK7 act – activates the human kallikrein-7 zymogen; P49862; purified proKLK7, EDANS-DABCYL substrate fluorescence; 100% is mature enzyme control, 0% vehicle; activation, % at 7 µM; 0.9% of 370,000 active; AID 652039;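 active means activation above the mean of all tested compounds plus 3 SD, computed per campaign excluding outliers beyond control limits, cut at about 13% in these data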
Target sequence (P49862 whole entry, looked up): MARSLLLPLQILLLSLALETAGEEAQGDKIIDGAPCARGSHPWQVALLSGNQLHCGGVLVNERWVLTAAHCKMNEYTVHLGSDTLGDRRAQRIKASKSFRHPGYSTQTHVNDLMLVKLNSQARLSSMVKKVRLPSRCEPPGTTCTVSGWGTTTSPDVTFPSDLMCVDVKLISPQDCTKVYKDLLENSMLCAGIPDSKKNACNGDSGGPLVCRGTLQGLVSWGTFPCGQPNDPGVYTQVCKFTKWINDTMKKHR
sPLA2-III inh – Inhibits HGIII-sPLA2 liposome hydrolysis, primary screen. Q9NZ20. QFRET BODIPY PC-A2 liposome hydrolysis, fluorescence. inhibition, % at 12.2 µM. 0.56% of 370,000 active;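 active means inhibition above mean plus 3 SD of compounds lying within the high and low control bounds, cut at about 19% in these data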;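 further: 0% = median of test compound wells and 100% = no enzyme DMSO wells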
Target sequence (Q9NZ20 whole entry, looked up): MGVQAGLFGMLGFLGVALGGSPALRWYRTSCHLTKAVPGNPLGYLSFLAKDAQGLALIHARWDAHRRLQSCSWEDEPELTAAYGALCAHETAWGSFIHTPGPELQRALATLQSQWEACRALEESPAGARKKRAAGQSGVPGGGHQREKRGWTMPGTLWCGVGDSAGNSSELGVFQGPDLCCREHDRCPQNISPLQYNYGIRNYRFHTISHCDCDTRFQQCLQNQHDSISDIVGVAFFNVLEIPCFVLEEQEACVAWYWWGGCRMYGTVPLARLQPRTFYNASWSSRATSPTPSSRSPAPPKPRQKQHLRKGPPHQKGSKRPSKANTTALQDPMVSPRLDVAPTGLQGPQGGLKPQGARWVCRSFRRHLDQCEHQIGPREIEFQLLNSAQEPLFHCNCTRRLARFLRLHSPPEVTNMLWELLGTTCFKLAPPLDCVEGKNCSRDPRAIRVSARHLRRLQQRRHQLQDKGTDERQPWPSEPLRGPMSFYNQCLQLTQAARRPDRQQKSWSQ
GC-A act – GC-A (human) enzyme activation. P16066. HEK293 GC-A cells, cGMP TR-FRET, EC30 ANP; 0% at EC30 ANP, 100% saturating ANP. activation, % at 10 µM. 0.14% of 370,000 active. AID 1671463; in the data active means activation above about 40%
SMARCA2 act – activators of SMARCA2 function | MG213 cells, MMTV-luciferase reporter, dexamethasone, overnight | activation, % at 9.1 µM | 1% of 370,000 active | AID 652017; in the data active means activation above about 7.8%;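 further: 0% = vehicle wells and 100% = reference activator wells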
hgDAF12 agonist – hgDAF-12 agonism, primary luciferase screen; AID 687014; activation, % at 6.8 µM; HEK293 GAL4-hgDAF12 UAS-luciferase reporter, agonist luminescence; normalized to butyrate control; 1.8% of 370,000 active;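 active means activation above a cutoff set at the mean of all screened compounds plus 3 SD, cut at about 10% in these data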;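 further: 0% = DMSO wells and 100% = sodium butyrate wells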
NPR2 activator – GC-B (human) receptor activation; HEK293-GC-B cells, CNP EC30, cGMP TR-FRET; 0% at EC30 CNP, 100% saturating CNP; activation, % at 10 µM; 0.11% of 370,000 active;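 active means activation at 10 µM reaching about 35% in either raw or pattern-adjusted values, limit read from the data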
ssDAF12 agonist – activators of S. stercoralis DAF-12 nuclear receptor | HEK293 ssDAF-12/GRIP1 lit1-tk-luc reporter, luminescence; % of 3 µM dafachronic acid response | activation, % at 6.8 µM | 1% of 370,000 active | AID 652126;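 active means activation above the mean over all tested compounds plus 3 SD, cut at about 0.9% in these data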;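 further: 0% = DMSO-only wells and 100% = 3 µM delta7-dafachronic acid wells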
FXN GAA850 act – increases GAA850 frataxin promoter reporter activity | HEK293 lucGAA850 FXN promoter luciferase reporter, 24 h; percent of 10 µM SAHA response | activation, % at 6 µM | 0.56% of 360,000 active | AID 540364;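 active means activation above the average of all compounds screened plus 3 SD, cutoff fixed separately per campaign, cut at about 7.5% in these data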;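 further: 0% = DMSO wells and 100% = 10 µM SAHA wells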
* = called active by the depositor; · = not tested or not shown.

Structure	DAX1 inh-1	DAX1 inh-2	hcDAF12 agonist	proKLK7 act	sPLA2-III inh	GC-A act	SMARCA2 act	hgDAF12 agonist	NPR2 activator	ssDAF12 agonist	FXN GAA850 act
CCC(=O)Nc1ccc(/C(C)=N\NC(=O)c2ccc(OC)cc2)cc1	2.1	0.7	2.5	-0.1	4	-4	1	2.3	-1	-0.8	3.3
O=C(COc1nsnc1N1CCOCC1)Nc1ccc(Cl)cc1	-0.6	0.0	-1.6	-0.5	-2	0	0	-1.7	-2	-1.4	3.7
CCOC(=O)C1CCN(C(=O)c2ccc3c(c2)S(=O)(=O)c2ccccc2C3=O)CC1	0.3	0.1	-0.5	0.5	-5	2	-2	0.6	2	-1.2	1.1
Cc1ccc2cc(CCNC(=O)C(C)C)c(=O)[nH]c2c1	-0.7	0.6	-0.1	-0.6	16	-3	1	2.3	2	-1.1	1.1
Cc1nc2ncnn2c(C)c1CCC(=O)Nc1ccc(S(=O)(=O)N2CCCCCC2)cc1	0.0	-1.0	0.4	0.1	-5	-3	-1	-2.8	4	-1.6	-1.7
O=C(O)CSCC(=O)N1CCCN(c2nc3ccc(Cl)cc3s2)CC1	1.9	0.3	-1.0	0.0	6	7	-2	-0.5	1	-1.2	1.8
CC(C)C(=O)Nc1oc(-c2ccccc2)cc1C#N	0.6	0.8	-1.4	-0.3	-10	-1	-4	-0.3	1	-1.1	2.2
CCOC(=O)c1c(CN(CC)CC)n(-c2ccccc2)c2ccc(O)cc12	-0.2	0.2	-1.0	0.3	-21	-33	6	3.9	-5	-0.8	-1.1
CCn1c(C)nc2c(C)[n+](CC(=O)c3ccc(Br)cc3)ccc21	1.6	-0.9	-1.7	0.0	0	1	-3	-2.1	12	-1.6	-2.1
Cn1cccc1C(=O)NC(=O)COC(=O)CCNS(=O)(=O)c1ccc(Cl)cc1	0.0	0.1	-1.0	0.1	-6	1	-3	0.8	0	-1.3	2.2
CC1C(=O)N2CCCc3cc(NS(=O)(=O)c4ccc(F)cc4)cc1c32 (stereo unspecified)	0.6	0.7	-0.8	0.5	-14	0	3	-2.8	-2	-0.4	2.4
Cc1ccccc1OCCC(=O)Nc1cc(S(=O)(=O)N2CCOCC2)ccc1OC(C)C	-0.6	-2.3	-0.5	0.2	-16	3	1	-2.3	6	-0.8	-0.1
COc1ccc(-c2cccc(-c3cc(=O)oc4cc(OC)cc(OC)c34)c2)cc1	-0.5	1.8	4.6	-1.0	8	-6	-2	-0.6	-3	0.1	-0.3
COC(=O)N/N=C/c1ccc(-c2cc(Cl)cc(Cl)c2)o1	-1.6	-0.5	-1.1	0.1	3	-12	-2	-1.0	-13	-1.3	0.9
CCC(C)(C)n1nnnc1CN1CCC(O)(c2cccc(C(F)(F)F)c2)CC1	0.4	-1.2	-0.3	-0.5	-11	-1	0	1.1	0	-1.3	-1.0
COc1ccc(CCNS(=O)(=O)c2ccc3c(c2)oc(=O)n3C)cc1OC	0.5	1.2	0.1	0.0	-2	0	-2	-0.7	4	-1.0	-0.6
C[C@@H]1CC[C@@]2(O[C@@H](CCO)C[C@@H](O)[C@@H]2O)O1	-0.8	1.0	1.2	-0.4	0	1	2	0.0	1	-1.4	1.1
CCOC(=O)c1c(NC(=O)c2ccoc2C)sc2c1CCC2	-0.9	0.6	-1.2	-0.4	0	-7	0	1.3	-5	-1.2	-1.9
NC(=O)C1(N2CCCCC2)CCN(C(=S)Nc2ccc(F)cc2)CC1	-0.1	0.1	0.2	-0.2	1	3	-2	1.5	4	-0.9	4.4
CC(C)CN(C(=O)CSc1nc2ccccc2[nH]1)C1CCS(=O)(=O)C1 (stereo unspecified)	0.4	1.6	-0.5	-0.3	2	-1	7	0.6	-2	-1.6	0.1
Cc1cccc(C)c1NC(=O)C(c1ccccc1OC(F)(F)F)N1CCC(c2ccccc2)CC1 (stereo unspecified)	·	0.2	-1.9	-0.3	-1	-4	-3	-0.6	2	-1.2	·
COc1ccc2nc(-c3ccccc3)cc(OC)c2c1	1.3	1.2	3.0	1.5	-4	3	4	6.2	6	-0.3	5.7
COc1ccc(C2NC(=O)C(C#N)=C(S)N2c2ccccc2)cc1OC (stereo unspecified)	-0.3	1.2	0.8	-0.9	8	8	-2	-1.1	4	-1.9	-0.2
CC(C)n1c(=O)c2ccccc2n1Cc1cn(Cc2cccs2)nn1	·	0.5	-1.9	-0.1	9	-10	-5	-2.8	7	-0.9	·
COCCCNC(=S)NC1CC2CCCC(C1)N2Cc1cccs1 (stereo unspecified)	-0.6	0.7	-0.6	0.0	7	0	1	-1.2	3	-0.7	0.2
CCOC(=O)C1C(=O)CC(C)(O)C(C(=O)OCC)C1c1ccc(SC)cc1 (stereo unspecified)	-0.4	-0.6	-1.9	-0.6	4	-7	-5	1.4	1	-1.1	0.8
Cc1nc(CSc2nnc3scc(-c4ccccc4)n23)cs1	0.2	-0.5	-0.9	0.2	6	-1	0	-1.3	-3	-1.3	0.8
CCOC(=O)c1cc(C#N)c(Nc2ccc(C)cc2)nc1C(F)(F)F	1.0	-0.2	-2.1	0.2	-3	-6	-4	1.5	-4	-1.5	0.5
COCOc1cccc(CN2CCC(C)(Oc3cccc(OC)c3)C2)c1 (stereo unspecified)	·	-1.6	0.3	-0.8	0	-1	-1	1.4	2	-1.0	-0.9
CN(Cc1ccccc1F)C(=O)CN1C(=O)NC2(CCc3ccccc32)C1=O (stereo unspecified)	-0.6	1.7	-0.1	-0.5	2	-5	-2	-0.8	2	-0.4	-2.7
Cc1cc(C)c(OCCCNCc2ccccc2)c(Br)c1	-1.1	0.0	-1.9	-0.1	3	-34	-2	0.2	-11	-2.1	-2.7
CC1CCN(C(=O)COC(=O)c2n[nH]c(=O)c3ccccc23)CC1	0.7	-1.5	-0.6	0.0	-4	-4	0	0.0	-3	-0.8	2.5
Cc1cccc2c(C(=O)N3CCN(c4ccccc4)CC3)cc(-c3ccncc3)nc12	0.3	-0.9	1.3	0.5	-9	-9	-3	1.1	-6	-0.6	-3.8
COc1cc2c(cc1OC)CN(C(C)C(=O)Nc1cccc(S(=O)(=O)N3CCOCC3)c1)CC2 (stereo unspecified)	0.0	-1.5	-1.8	1.4	2	4	0	2.1	1	-0.9	-1.3
CCOC(=O)COn1c(=O)c(-c2ccccc2)[n+]([O-])c2ccccc21	2.0	0.6	-1.3	1.2	1	2	1	1.0	0	-0.6	0.1
CCCCN1C(=O)C(CC(=O)NC2CC2)CC(C(=O)N2CCOCC2)=C1C (stereo unspecified)	0.8	0.2	0.3	-0.7	-2	2	3	1.3	-6	-0.8	-0.7
CC(=O)c1ccc(NC(=O)COC(=O)c2ccccc2Sc2ccccc2C#N)cc1	-1.6	0.6	-1.7	-0.1	-36	-24	-2	3.3	-15	-1.1	2.5
COc1ccc(C(=O)N2CCC2(C)C(=O)O)cc1C(F)(F)F (stereo unspecified)	·	0.1	-2.5	-0.6	13	-1	-6	-0.6	4	-1.5	0.0
Cc1csc(NC(=O)c2c(-c3c(F)cccc3Cl)noc2C)n1	-0.5	-0.1	2.1	0.2	-8	-4	6	1.1	1	0.1	-0.4
CC(=O)Nc1nc2c(C)cc(NC(=O)C3CCCCC3)cc2s1	2.3	0.6	-0.5	-0.3	1	-5	1	0.9	3	0.8	3.2
O=C1C(Cl)=C(N2CCN(Cc3ccccc3)CC2)C(=O)N1c1ccccc1	-0.5	-0.1	-1.8	-0.5	4	-2	-2	1.8	1	-1.2	0.7
COc1ccc(CNC(=O)c2ccc(NS(=O)(=O)c3c(C)noc3C)cc2)cc1	0.2	0.1	-0.3	0.4	-4	-1	0	-0.9	4	-0.6	-0.8
CC(C)(C)C(=O)Nc1nc(C2CCCN2S(=O)(=O)c2ccc(Cl)cc2)cs1 (stereo unspecified)	-0.1	-0.4	-1.8	-0.2	-5	0	0	1.8	0	-0.8	-2.4
CCOC(=O)N1CCC(NS(=O)(=O)c2ccc3c(c2)OCC(=O)N3)CC1	1.6	-0.7	-0.2	0.2	-3	-1	-2	0.4	-1	-1.1	1.8
CC(C)(C)c1ccc(C(=O)Nc2cc(Cl)ccc2C(=O)O)cc1	·	·	3.1	·	-34	-3	·	3.9	-2	-0.2	·
CC(NC(=O)c1cccc(S(=O)(=O)N2CCN(Cc3ccccc3)CC2)c1)c1ccccc1Cl (stereo unspecified)	-0.8	0.0	-0.5	0.4	-16	0	3	-1.9	-2	-1.9	-1.1
Cn1c2c(sc1=O)CCC2	2.3	2.5	0.1	0.1	5	0	-5	-2.2	-2	-0.3	-2.2
OCCN1CCN(c2nc3ccccc3nc2-c2ccccc2)CC1	1.4	0.3	-0.1	6.2	-2	5	1	-0.7	3	-1.8	0.2

Some of the entries so far, as labelled records:
Cc1nc2ncnn2c(C)c1CCC(=O)Nc1ccc(S(=O)(=O)N2CCCCCC2)cc1
  DAX1 inh-1 = 0.0	DAX1 inh-2 = -1.0	hcDAF12 agonist = 0.4	proKLK7 act = 0.1	sPLA2-III inh = -5	GC-A act = -3	SMARCA2 act = -1	hgDAF12 agonist = -2.8	NPR2 activator = 4	ssDAF12 agonist = -1.6	FXN GAA850 act = -1.7
O=C(O)CSCC(=O)N1CCCN(c2nc3ccc(Cl)cc3s2)CC1
  DAX1 inh-1 = 1.9	DAX1 inh-2 = 0.3	hcDAF12 agonist = -1.0	proKLK7 act = 0.0	sPLA2-III inh = 6	GC-A act = 7	SMARCA2 act = -2	hgDAF12 agonist = -0.5	NPR2 activator = 1	ssDAF12 agonist = -1.2	FXN GAA850 act = 1.8

Additional results follow:
Structure	DAX1 inh-1	DAX1 inh-2	hcDAF12 agonist	proKLK7 act	sPLA2-III inh	GC-A act	SMARCA2 act	hgDAF12 agonist	NPR2 activator	ssDAF12 agonist	FXN GAA850 act
COc1ccc(CNC(=O)c2ccc(CS(=O)(=O)c3ccc(C)cc3)o2)cc1	-0.2	-0.1	-2.8	-0.2	1	-1	0	1.9	-1	-1.1	1.1
Cc1cc(C)cc(Nc2c3c(nc4ncnn24)CCC3)c1	-0.5	-0.9	-3.2	0.0	-1	3	-1	-2.8	-3	-1.9	1.0
Cc1cccc(C(=O)NCC(=O)OCC(=O)c2ccc(Br)s2)c1	-0.2	-0.4	0.2	0.2	2	11	0	0.8	-6	-1.0	-0.1
CC1C(=O)Nc2ccc(S(=O)(=O)N3CCN(c4ccccc4F)CC3)cc2NC1=O (stereo unspecified)	-1.6	-1.8	-1.9	0.2	-2	-4	-2	-2.0	2	-1.8	·
CC(OC(=O)c1ccc(C(C)(C)C)cc1)C(=O)NC1CCCCC1C (stereo unspecified)	-0.1	1.7	-1.3	0.1	5	-1	-2	0.1	5	-1.1	3.8
CC1CN(S(=O)(=O)c2ccc(Cl)c(C(F)(F)F)c2)CC(C)O1 (stereo unspecified)	0.6	0.1	-1.6	-0.4	4	-3	-3	2.7	-1	-0.8	1.0
Cc1c(NS(=O)(=O)c2cccs2)c(=O)n(-c2ccccc2)n1C	2.4	-0.6	-1.7	-0.2	2	0	0	0.5	5	-1.1	-0.9
Cn1cc(-c2ccccc2C(N)=O)c(=O)c2ccccc21	-0.4	0.7	-0.5	2.1	7	1	-4	-1.5	-1	-1.5	-0.9
